Compound activity as filed in PubChem.
mlh1 rad18: NCI yeast anticancer drug screen, S. cerevisiae mlh1 rad18 strain. growth inhibition, % at 50 µM. 79,000 tested, 11% active;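 also: 0% = growth of vehicle-only cultures of the same strain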
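Steps: expose repair-defective yeast to compound; measure growth; express inhibition against vehicle-treated controls.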
rad50: NCI yeast anticancer drug screen, S. cerevisiae rad50 strain. % growth inhibition at 50 µM. 79,000 tested, 10% active. AID 155;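 also: 0% = growth of vehicle-only cultures of the same strain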
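Yeast carrying a defined DNA repair defect were exposed to test compounds, and growth was compared with vehicle-treated controls to give percent inhibition.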
mec2-1: NCI yeast anticancer drug screen, S. cerevisiae mec2-1 strain. % growth inhibition at 50 µM. AID 157. 79,000 tested, 9% active;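 also: 0% = growth of vehicle-only cultures of the same strain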
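mec2-1 yeast strain, carrying an alteration in DNA damage repair or cell cycle control, was exposed to compounds; growth inhibition was measured relative to vehicle-treated controls.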
sgs1 mgt1: NCI yeast anticancer drug screen, S. cerevisiae sgs1 mgt1 strain; 78,000 tested, 10% active; growth inhibition, % at 50 µM;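 also: 0% = growth of vehicle-only cultures of the same strain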
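Genetically altered yeast, compound exposure, growth inhibition relative to vehicle.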
yeast cln2 rad14: NCI yeast anticancer drug screen, S. cerevisiae cln2 rad14 strain. 78,000 tested, 8.3% active. growth inhibition, % at 50 µM;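 also: 0% = growth of vehicle-only cultures of the same strain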
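Compounds are applied to the cln2 rad14 yeast strain, and growth is then compared with that of vehicle-treated cultures to give inhibition.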
yeast bub3: NCI yeast anticancer drug screen, S. cerevisiae bub3 mutant strain. growth inhibition, % at 50 µM. 78,000 tested, 9.9% active;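 also: 0% = growth of vehicle-only cultures of the same strain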
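Compounds were applied to a genetically altered yeast strain carrying a cell-cycle control defect. Growth inhibition was scored against vehicle-treated controls.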
* = called active by the depositor; / = not tested or not shown; & = joins results of further samples. Rule as the data show it: active = growth inhibition above about 70%; inactive = the rest.

SMILES	mlh1 rad18	rad50	mec2-1	sgs1 mgt1	yeast cln2 rad14	yeast bub3
COc1cc(CSc2ccc(O)cc2)cc(O)c1O	74*	61	54	75*	36	61
C=CCN(CC=C)CCNc1cc(C)nc(/N=C(\N)Nc2ccc(Cl)c(Cl)c2)n1	98*	95*	94*	97*	87*	95*
COc1ccc(/C=N/Nc2cc(C)nc3cc4c(cc23)OCO4)c2ccccc12	95*	83*	86*	86*	58	98*
CCCCCC(C)C1=NC(C)(C)CC(C)O1 (stereo not drawn)	12	6	-4	0	32	-3
O=C(NCCCl)Oc1cccn(C(=O)NCCCl)c1=O	-1	7	10	-3	9	1
C[C@H]1C(=O)CCC2[C@]3(C)CCC4(CO)[C@@H]5CC(C)(C)C(=O)C[C@]5(C)CC[C@]4(C)C3CC[C@@]21C (stereo partly drawn)	0	-26	-26	-28	3	-41
CN(C)c1ccc(/C=N/NC=O)c(Cl)c1	-15	0	8	-1	11	-1
C=C1SC(=Nc2ccc(Cl)cc2)N(c2nc(Cl)nc(Cl)n2)C12CCCCC2	21	-16	-21	19	14	10
O=c1[nH]c2nc[nH]c2c(=O)n1C1CCCCC1	30	22	-5	23	21	27
CCCCCCCCCCCC(=O)NCc1ccc(OC(=O)CCCCCCCCCCC)c(OC)c1	-9	-8	-10	-6	-34	4
O=C(Cn1cnc2ccc([N+](=O)[O-])cc21)N1CCN(c2ccccc2)CC1	1	10	20	12	-54	-15
CCC(C)Sc1nc2ccc(NC(=O)/C=C/C(=O)O)cc2s1 (stereo not drawn)	16	32	10	12	16	14
O=C1C=C(Nc2ncccn2)c2ccccc2C1=O	24	24	18	32	23	40
COC(=O)c1nc2[nH]n(-c3ccccc3)c(=O)c2c(C(=O)OC)c1C(C)C(=O)c1ccccc1 (stereo not drawn)	16	27	-7	6	10	1
Oc1cccc2c1-c1ccccc1C2	98*	99*	99*	98*	97*	98*
CC(=O)Nc1ccc(Cc2[nH]c(=O)[nH]c(=O)c2Br)cc1	-16	4	-31	-20	-1	1
Cc1nc2[nH]ncn2c(=O)c1CCO	-50	-18	15	-13	-15	14
N.N.N.N.O=C([O-])O.O=C([O-])[O-].[Co+3]	9	2	3	12	27	24
CCCCCCCCCCCC=O	8&4&20	7&-5&17	-14&-4&21	-11&11&8	-22&4&7	-3&13&31
OC(C1=C/C(=C\c2ccncc2)c2ccccc21)c1ccncc1 (stereo not drawn)	93*	85*	86*	97*	48	86*
CC(=O)N1C(Nc2ccccc2)CCN1c1ccccc1 (stereo not drawn)	-8	-24	-32	-14	11	2
CC(=O)OC(C[N+]1(C)CCCCCC1)C[N+]1(C)CCCCCC1	-11	-35	-5	-18	-28	8
O=C(Nc1c(Cl)cccc1Cl)OCCOc1ccc(Cl)cc1Cl	90*	88*	91*	91*	88*	91*
N#CC(C(=N/NC(N)=S)/C(=N/NC(N)=S)C(C#N)c1ccc(Cl)cc1)c1ccc(Cl)cc1 (stereo not drawn)	-13	-17	-20	-24	-7	-5
Cc1nc(C)c(C(=O)O)cc1C(=O)O	4	-9	-18	9	3	21

Only rad50 and mlh1 rad18, for 2 of the compounds above:
Compound	rad50	mlh1 rad18
COc1cc(CSc2ccc(O)cc2)cc(O)c1O	61	74*
C=CCN(CC=C)CCNc1cc(C)nc(/N=C(\N)Nc2ccc(Cl)c(Cl)c2)n1	95*	98*

The list continues.
SMILES	mlh1 rad18	rad50	mec2-1	sgs1 mgt1	yeast cln2 rad14	yeast bub3
O=C1C2Cc3ccccc3CN2C(=O)N1CN1CCCCC1 (stereo not drawn)	-12	-1	-5	-1	-3	1
COC1(OC)CCC(OC)(OC)C(OC)(OC)C1(OC)OC	3	5	8	12	-4	-16
CCC(=O)/C=C/C1C(C)=CCCC1(C)C (stereo not drawn)	9	13	17	24	13	32
Clc1cccc(-c2nnc(-c3nn(-c4ccccc4)c4nc5ccccc5nc34)o2)c1	-11	-16	-31	-47	6	-17
COCn1c(C)c(C)c2c(=O)oc(N(C)C)nc21	-13	-22	3	-21	-31	33
CC1(C)N=C(N)N=C(N)N1c1cccc(CCC(=O)Nc2cccnc2)c1	-6	19	1	5	9	-4
CS/C(N)=N\C(=O)N(C)C	4	3	-14	-4	-21	-9
Cc1cc(/C(C#N)=C/c2ccc(N(C)C)cc2)cc(C)c1[N+](=O)[O-]	14	7	-5	11	1	12
Cc1ncc(CO)c(Cc2ccc(N(C)C)cc2)c1O	2	3	-2	-6	-2	-59
COC(=O)[C@@H]1C=C[C@@H](C#N)n2c(=O)n(-c3ccccc3)c(=O)n21	-34	16	17	9	23	8
O=C1OC(Cc2ccccc2)(N2CCCC2=O)C1c1ccccc1 (stereo not drawn)	-3	-17	-47	-3	-4	0
CCOC(=O)/C(C#N)=C/c1cccc(Br)c1	-3	-19	-4	-40	4	-17
CC(=O)/C(=C\c1ccco1)C(=O)Nc1ccccc1	95*	73*	48	80*	92*	91*
CCC(=O)Oc1ccc(C(=O)O)cc1	1	6	-10	-12	-39	-26
CCOC(C(C)N)C(F)(F)F (stereo not drawn)	2	-46	-29	-18	-9	-1
O=[N+]([O-])c1ccc2c(c1)C(=Nc1ccc(Cl)cc1)c1ccccc1-2	5	-1	-9	-8	-32	24
CN(C)S(=O)(=O)N(C)C	26	-2	6	15	6	-8
O=C(O)CCCCn1cnc2c(=S)nc[nH]c21	-5	-6	-6	-14	-7	-44
Cc1ccc(N)c(S(=O)(=O)O)c1	-13	-5	4	1	-54	9
[O-][n+]1c2c(cc3ccccc31)Cc1ccccc1-2	31	22	35	-23	20	24
CCCCCCCCCCCCCCCCOc1ccc(C(SC)=[N+]2CCCCC2)cc1OC	18	38	23	36	7	-4
Cc1ccccc1-c1cc(=O)c2cc(C)c(C)c(C(=O)O)c2o1	15	13	5	28	20	15
C[n+]1c(/C=C/c2ccc([N+](=O)[O-])cc2)oc2ccccc21	10	8	8	22	10	9
CC(C)c1ccccc1N1C(=O)CC(Sc2ccccc2N)C1=O (stereo not drawn)	4	-5	-13	-9	-29	0
CC(=O)Nc1ccc(C2NCc3cnc(C)nc3N2)cc1 (stereo not drawn)	1	0	-1	0	-7	10

Quoted at random: 4 compounds from above, in no set order.
SMILES	mlh1 rad18	rad50	mec2-1	sgs1 mgt1	yeast cln2 rad14	yeast bub3
O=C1OC(Cc2ccccc2)(N2CCCC2=O)C1c1ccccc1 (stereo not drawn)	-3	-17	-47	-3	-4	0
CC(=O)Nc1ccc(C2NCc3cnc(C)nc3N2)cc1 (stereo not drawn)	1	0	-1	0	-7	10
O=C1C=C(Nc2ncccn2)c2ccccc2C1=O	24	24	18	32	23	40
C=C1SC(=Nc2ccc(Cl)cc2)N(c2nc(Cl)nc(Cl)n2)C12CCCCC2	21	-16	-21	19	14	10

Next part:
SMILES	mlh1 rad18	rad50	mec2-1	sgs1 mgt1	yeast cln2 rad14	yeast bub3
O=c1[nH]c(=O)c2nc3cc(-c4ccc5nc6[nH]c(=O)[nH]c(=O)c6nc5c4)ccc3nc2[nH]1	7	14	12	12	54	3
O/N=C(\c1ccccc1)C(O)c1ccccc1 (stereo not drawn)	25	5	-1	-15	-28	-3
C=CCNC(=O)CN1NN=C(c2ccccc2)N1	-3	11	3	-2	-12	11
NC(=O)c1c(-c2ccccc2)cn2c(C(=O)O)ccnc12	6	15	8	2	21	14
O=C(O)Cc1c[nH]c2ccccc12	91*	51	64	94*	49	92*
O=S(=O)(O)c1cc(S(=O)(=O)O)c2cc(O)ccc2c1	28	1	3	13	-19	5
CCOC(=O)Nc1nc2ccccc2n1CN1CCCCC1	27	18	11	23	16	0
CC(C)CCCC(C)C1CCC2C3CC=C4CC(OC(=O)C(Cl)(Cl)Cl)CCC4(C)C3CCC12C (stereo not drawn)	-5	-8	-8	-1	-27	-28
C=CC(=O)NC(N)=NC#N	36	-13	-1	-3	-5	9
CSc1ccc(NC(=O)c2cccc([N+](=O)[O-])c2C(=O)O)cc1	2	5	8	13	-6	15
CCCC1OCC(CC)C(CCC)O1 (stereo not drawn)	3	26	5	6	-37	7
Cc1ccc2c(c1)-c1cc(C)ccc1C2	-1	29	20	16	15	29
CCCCCCOC(=O)CCCCCC1CCCCC1	-7	3	-6	2	-77	-6
CC1(C2c3ccccc3CC2OC2CCCCO2)CO1 (stereo not drawn)	2	-8	-11	-10	-10	-6
CC(=O)OC(c1ccccc1)c1ccc(Cl)cc1 (stereo not drawn)	3	-11	42	0	-2	-6
CCCC1CN2CCc3cc(OC)c(OC)cc3C2CC1=O (stereo not drawn)	40	5	24	41	12	41
COC(=O)C1CC/C(=N\Nc2ccc([N+](=O)[O-])cc2[N+](=O)[O-])CC1C(=O)OC (stereo not drawn)	20	10	-6	-9	-2	5
O=C(/C=N/Nc1ccccc1)c1ccccc1	13	2	-18	26	-35	6
C=C(Cl)C(=C)CCC(Cl)C(C)C (stereo not drawn)	1	-6	-9	2	21	0
COc1ccc(-c2c(COC(C)=O)c(COC(C)=O)c3n2CCC3)cc1	99*	99*	99*	99*	98*	99*
CCCCCCCCCCCCCCCC1=NN(c2ccc(S(=O)(=O)O)cc2)C(=O)C1N=Nc1ccccc1 (stereo not drawn)	-28	-29	-38	-22	-21	-22
N#CC1=C(N)C(c2ccccc2)(c2ccccc2)CC1	36	30	30	8	0	0
COc1ccc2c(c1)CCc1c(CO)c(COC(=O)NC(C)C)n(C)c1-2	89*	96*	98*	96*	94*	79*
O=C(NCC1CC1)NC(=O)c1ccccc1F	-17	-4	-35	-14	17	-11
O=C(O)CC(Nc1ncccn1)C(=O)O (stereo not drawn)	5	3	6	11	24	-6
SMILES	mlh1 rad18	rad50	mec2-1	sgs1 mgt1	yeast cln2 rad14	yeast bub3
O=P1(O)c2ccccc2Nc2cc(C(F)(F)F)ccc21	-49	24	-8	-10	9	-10
N#Cc1c(-c2nc3ccccc3s2)c(=O)oc2cc(O)ccc12	6	-9	6	-16	14	-4
O=C1C(/C=C/c2ccc(Cl)cc2)=NNC2N1N=C1NC(=O)C3(NN12)c1ccccc1-c1ccccc13 (stereo not drawn)	88*	83*	76*	74*	63	87*
COc1ccc(N=Nc2cc(OC)c(N=Nc3c(O)c4ccccc4[nH]c3=O)cc2OC)cc1	17	18	17	25	14	-14
O=S(=O)(/C(=C\c1ccccc1)c1ccccc1)c1ccccc1	-7	-5	-12	-13	-18	-4
CC(C)(C)c1cc(CCC(=O)Nc2ccc(Cl)cc2Cl)nc(N)n1	-13	-11	-15	-9	-1	-7
Cc1cc2c(cc1C)C(O)CCC(=O)N2 (stereo not drawn)	0	6	4	12	7	16
COc1ccc(C(C#N)C(=O)C(=O)Nc2ccc(Cl)cc2C)cc1OC (stereo not drawn)	17	-20	18	25	-14	3
CCOC(=O)C(CC)(C(=O)OC)c1ccccc1 (stereo not drawn)	8	-6	-12	7	10	2
CC(C)(C)CC(C)(C)c1cc2c(O)c(c1)Cc1cc(C(C)(C)CC(C)(C)C)cc(c1O)Cc1cc(C(C)(C)CC(C)(C)C)cc(c1O)Cc1cc(C(C)(C)CC(C)(C)C)cc(c1O)Cc1cc(C(C)(C)CC(C)(C)C)cc(c1O)Cc1cc(C(C)(C)CC(C)(C)C)cc(c1O)C2	10	7	3	18	19	5
COc1cc(/C=C2\SC(=S)N(C=C3C(=O)NC(=O)NC3=O)C2=O)cc(OC)c1OC	6	8	-1	19	12	7
CCCCCCCCCCCCCCCC[N+](C)(C)C	92*	91*	93*	/	/	/
COc1ccccc1N=Nc1c(O)n(-c2ccccc2OC)c(=S)n(-c2ccc(I)cc2)c1=O	97*	96*	96*	96*	93*	95*
CCN(CC)c1c(C(=O)/C=C/c2ccc(F)cc2)c(-c2ccccc2)nn(C)c1=O	86*	88*	91*	70*	90*	90*
ClCCOC(CCl)OCCCl	14	24	7	22	20	6
Cc1ccc(S(=O)(=O)OCCc2ccc(Cl)cc2)cc1	-8	-20	-10	-10	-16	71*
CC1=CC(c2ccccc2)(c2ccccc2)c2ccccc21	-17	0	3	5	-19	2
CC1CC(c2ccccc2)Nc2nc3ccccc3n21 (stereo not drawn)	-14	6	3	-5	8	6
CCc1ccc(/C(C)=N/NC(N)=S)cc1	74*	54	20	43	55	35

2 of the compounds above, bar-delimited.
SMILES | mlh1 rad18 | rad50 | mec2-1 | sgs1 mgt1 | yeast cln2 rad14 | yeast bub3
CC1CC(c2ccccc2)Nc2nc3ccccc3n21 (stereo not drawn) | -14 | 6 | 3 | -5 | 8 | 6
CCc1ccc(/C(C)=N/NC(N)=S)cc1 | 74* | 54 | 20 | 43 | 55 | 35

Of the compounds above, 4 have two or more sulfur atoms.
SMILES	mlh1 rad18	rad50	mec2-1	sgs1 mgt1	yeast cln2 rad14	yeast bub3
CCC(C)Sc1nc2ccc(NC(=O)/C=C/C(=O)O)cc2s1 (stereo not drawn)	16	32	10	12	16	14
N#CC(C(=N/NC(N)=S)/C(=N/NC(N)=S)C(C#N)c1ccc(Cl)cc1)c1ccc(Cl)cc1 (stereo not drawn)	-13	-17	-20	-24	-7	-5
O=S(=O)(O)c1cc(S(=O)(=O)O)c2cc(O)ccc2c1	28	1	3	13	-19	5
COc1cc(/C=C2\SC(=S)N(C=C3C(=O)NC(=O)NC3=O)C2=O)cc(OC)c1OC	6	8	-1	19	12	7
